Bioassay records deposited in PubChem by several laboratories.
GPR7 antagonist: human neuropeptides B/W receptor 1 antagonism. GPR7-expressing cells, fluorescence antagonist assay. 290,000 tested, 1.1% active. P48145. inhibition, % at 4.4 µM; in the data active = inhibition above about 16%, passing the limit was not always enough;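 note: cells stimulated with the agonist NPW; 0% = agonist with vehicle and 100% = vehicle without agonist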
Target sequence (P48145 whole entry, looked up): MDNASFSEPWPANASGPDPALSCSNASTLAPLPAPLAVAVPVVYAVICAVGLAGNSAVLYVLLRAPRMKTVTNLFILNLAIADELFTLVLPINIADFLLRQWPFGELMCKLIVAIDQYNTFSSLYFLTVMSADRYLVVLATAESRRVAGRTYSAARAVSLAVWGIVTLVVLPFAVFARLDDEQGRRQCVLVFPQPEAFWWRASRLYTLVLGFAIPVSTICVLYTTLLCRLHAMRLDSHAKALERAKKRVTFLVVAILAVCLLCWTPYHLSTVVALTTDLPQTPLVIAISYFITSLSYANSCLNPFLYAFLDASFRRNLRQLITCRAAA
p-CIP stab down: compounds decreasing mouse p/CIP protein stability; Q05BA5; F442A p/CIP-EGFP cells, EGFP fluorescence, 16 h; decrease of EGFP signal, % at 10 µM; 290,000 tested, 0.01% active; AID 1984;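 active = EGFP signal decrease of at least 30% at 10 µM or well 3 SD below plate mean, unless failing retest; inactive = the rest, including hits failing retest or dose response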; note: some compounds called inactive have numbers as strong as hits; many of its hits are not listed in these tables
PHOSPHO1 inh: PHOSPHO1 (human) inhibition. 290,000 tested, 1.1% active. inhibition, % at 13.3 µM. recombinant PHOSPHO1, absorbance phosphatase assay. Q8TCT1; in the data active = inhibition above about 60%
Target sequence (Q8TCT1 whole entry, looked up): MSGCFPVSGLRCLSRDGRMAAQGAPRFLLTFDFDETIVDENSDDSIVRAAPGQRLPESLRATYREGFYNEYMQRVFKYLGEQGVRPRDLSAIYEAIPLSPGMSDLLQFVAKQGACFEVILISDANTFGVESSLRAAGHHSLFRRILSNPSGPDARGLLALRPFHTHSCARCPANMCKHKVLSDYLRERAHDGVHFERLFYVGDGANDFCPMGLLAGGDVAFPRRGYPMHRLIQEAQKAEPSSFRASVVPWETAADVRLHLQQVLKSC
IDE act: boosts human insulin-degrading enzyme activity in HEK cells. P14735. FAbeta-B cleavage, fluorescence polarization; 0% vehicle, 100% cell-free pure enzyme wells. activation, % at 5.96 µM. 340,000 tested, 0.073% active;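 active = activation above the mean of all tested compounds plus 3 SD, set per screening campaign, cut at about 17% in these data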
NALP1 inh: NALP1 inhibition | S. cerevisiae NALP1/ASC/caspase-1 growth, X-gal OD620, 72 h | inhibition, % at 10 µM | 280,000 tested, 0.61% active; in the data active = inhibition mostly above about 24%, no sharp cut-off; inactive = mostly below about 32%; note: some compounds called inactive have numbers as strong as hits
PfM18AAP inh: PfM18AAP enzyme inhibition | recombinant PfM18AAP, H-Glu-NHMec fluorogenic cleavage | inhibition, % at 7.35 µM | 290,000 tested, 1.2% active | AID 1822;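 active = inhibition above the campaign mean inhibition over all tested compounds plus 3 SD, cut at about 28% in these data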;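 note: 0% = plate median of test compound wells and 100% = 2 mM ZnCl2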
VIM-2 inh: blocks Pseudomonas aeruginosa VIM-2 metallo-beta-lactamase | purified VIM-2, nitrocefin hydrolysis, epi-absorbance fluorescence | inhibition, % at 5.6 µM | 290,000 tested, 0.89% active | AID 1527;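 active = inhibition above the mean of all tested compounds plus 3 SD, cutoff set per screening run, cut at about 7.5% in these data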;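 note: red hydrolysis product quenches plate fluorescence so inhibitors raise well fluorescence; 0% = enzyme with DMSO and 100% = DMSO without enzyme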
IDE inh: inhibits human insulin-degrading enzyme in HEK cells. P14735. FAbetaB cleavage, fluorescence polarization. inhibition, % at 5.59 µM. 320,000 tested, 0.41% active;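 active = percent inhibition above the average of all tested compounds plus 3 SD, set per screening campaign, cut at about 16% in these data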;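 note: IDE supplied by intact live HEK cells; FP after avidin binding of uncleaved biotin substrate so inhibition keeps polarization high; 0% = DMSO wells and 100% = 60 µM reference IDE inhibitor Ii1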
IMP-1 inh: inhibitors of Pseudomonas aeruginosa IMP-1 metallo-beta-lactamase. purified IMP-1, nitrocefin hydrolysis, epi-absorbance fluorescence. inhibition, % at 5.6 µM. 290,000 tested, 0.45% active. AID 1556;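 active = inhibition above the mean plus 3 SD of all compounds in the same screening run, cut at about 4.5% in these data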;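 note: 0% = IMP-1 with DMSO and 100% = DMSO wells lacking enzyme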
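System: purified IMP-1 / Input: IMP-1 dispensed at 0.2 nM / Medium: 50 mM HEPES pH 7.1, 50 µM ZnSO4, 0.05% Brij 35 / Timing: 15 min enzyme–compound preincubation, then 25 min nitrocefin reaction, 25 °C / Technique: plate fluorescence quenching by hydrolysis product, ex 480/em 530 nm / Repeats: singlicate testing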
Numbers without * were called inactive; · = no result given.

Value order – GPR7 antagonist, p-CIP stab down, PHOSPHO1 inh, IDE act, NALP1 inh, PfM18AAP inh, VIM-2 inh, IDE inh, IMP-1 inh
> CC(=O)CC1(OC(C)=O)C(=O)N(C)c2ccccc21 (stereo not drawn)
→ -2, -9, 41, 1, 0, 22, -4.8, -5, -3.8
> CCSc1ncccc1C(=O)N[C@@H](CCSC)C(=O)OC
→ -9, -14, 41, ·, ·, -19, -1.2, -7, -2.0
> O=C(NCc1cccnc1)C1c2ccccc2C(=O)N1C1CCCC1 (stereo not drawn)
→ 0, -7, -10, -2, 31, -7, 0.1, 2, -1.4
> Cc1cccc(NC(=O)CSC2=NN3CCCC(=O)N=C3S2)c1C
→ -21, -22, 52, -2, -4, 4, -1.3, 2, -2.6
> O=C(/C=C/c1ccco1)Nc1cc(Cl)ccc1C(=O)O
→ -11, -12, -5, 0, 17, -14, -2.0, 0, -1.9
> CCOC(=O)C1=C(C)N=C2SCCC(=O)N2C1c1cccs1 (stereo not drawn)
→ 1, -6, -12, 0, 16, -2, -3.3, 5, -4.1
> COc1ccc(OC)c(C(O)c2coc3ccc(O)c(CN(C)C)c23)c1 (stereo not drawn)
→ -8, -2, 12, 1, 16, 12, 0.1, 5, -1.3
> Cc1ncsc1C(=O)NCc1ccc(N2CCCC2=O)cc1
→ -5, 0, -21, 6, 7, -5, -2.1, 6, -0.5
> CCOC(=O)C1CSC(CC(=O)Nc2ccc(Cl)c(Cl)c2)C(=O)N1 (stereo not drawn)
→ -4, -2, -7, -3, 30, -10, -3.1, -1, -2.3
> CCN1C(=O)/C(=C/C=C2/SCCN2C)SC1=S
→ 1, -151, 15, -44, 4, 0, 1.1, 27*, -0.4
> CCOc1ccc(NC(=O)CSc2nnc(Cc3cccn3C)n2-c2ccc(OC)cc2)cc1
→ -8, -5, 16, 6, ·, 2, -4.0, 3, -4.2
> CC(C)CNC(=S)N1CCN(Cc2ccc3c(c2)OCO3)CC1
→ -9, -11, 48, -9, 6, 0, -1.7, -1, -2.1
> O=C(Oc1ccc(Br)cc1C(=O)/C=C/c1ccccc1F)c1ccco1
→ 7, ·, ·, 0, ·, 9, -1.8, 1, -4.2
> N#Cc1cccc(Nc2c3c(nc4ccccc24)CCCC3)c1
→ -13, 6, -14, 5, 15, 3, 1.6, 1, -3.8
> Cc1ccccc1NC(=O)OCc1cn(-c2ccc(Cl)cc2)nn1
→ -8, -9, -7, 5, -12, -4, -4.5, 6, 1.1
> NC(=O)C1CCN(CC(O)COCc2ccccc2Cl)CC1 (stereo not drawn)
→ -12, -2, 19, 2, 16, -2, -0.6, 0, -1.9
> CCCCc1ccc(NC2=NCC(=O)N2CCc2ccccc2)cc1
→ -17, -4, 28, 4, 2, 1, 0.5, 0, -3.7
> CCCCn1c(N)c(N(CCOC)C(=O)c2cc(S(=O)(=O)N3CCCCC3)ccc2Cl)c(=O)[nH]c1=O
→ -6, -5, 14, 8, -11, -5, -1.7, 10, -3.8
> CC(CC(=O)Nc1ncc([N+](=O)[O-])s1)c1ccccc1 (stereo not drawn)
→ 9, -26, 44, 6, 6, 9, -3.8, -4, -3.5
> Cc1nc2scc(-c3ccccc3)c2c(=O)n1/N=C/c1ccco1
→ 4, -8, -14, 0, 18, 2, -1.8, 1, -1.7

Additional records.
Value order – GPR7 antagonist, p-CIP stab down, PHOSPHO1 inh, IDE act, NALP1 inh, PfM18AAP inh, VIM-2 inh, IDE inh, IMP-1 inh
> O=C(CN1CCc2cc3c(cc2C1)OCCCO3)Nc1cccc(Br)c1
→ 2, -1, 44, 3, 23, 6, -2.3, 2, -3.4
> CCOc1cc(CNc2ccc(S(N)(=O)=O)cc2)ccc1OCC(=O)NC(C)(C)C
→ -10, -14, 15, 4, -2, 8, -2.8, 0, -1.4
> COc1ccccc1CNC(=O)CSc1ccc(Br)cc1
→ 5, -12, 0, 1, 34, 10, -3.5, 0, -4.3
> CN(C)c1ccc(/C=C2\C(=O)N(c3ccc([N+](=O)[O-])cc3)N=C2N2CCOCC2)cc1
→ -5, ·, ·, ·, ·, 6, -2.4, ·, -4.2
> COc1ccc(OC)c2[nH]c(C(=O)N3CCC(C(=O)O)CC3)cc12
→ 1, 5, 28, -2, 23, 3, -1.1, 3, 0.9
> COC(=O)c1[nH]c2ccccc2c1NC(=O)CN1CCN(Cc2ccc3c(c2)OCO3)CC1
→ -15, -10, -7, 6, 20, -8, 2.2, 1, 3.8
> Cc1ccc(S(=O)(=O)N(C)Cc2ccc(-c3nnc4n3CCC4)cc2)cc1
→ -8, -26, 25, -3, 17, -5, -0.3, -3, -3.4
> Cc1ccn2cc(CCNS(=O)(=O)c3ccc4c(c3)OCCO4)nc2c1
→ -5, -6, 2, 4, 20, 3, -4.1, 3, -2.6
> Cc1ccc(Oc2nnc(-c3ccc(C)cc3)c3ccccc23)cc1
→ -9, -6, 4, 1, 15, -6, -1.4, 10, -2.4
> O=[N+]([O-])c1ccc(N2CCOCC2)cc1O
→ 10, 7, 29, -2, 8, -3, -3.0, 9, -3.0
> Cc1ccc(C(c2nnnn2C2CCCCC2)N2CCN3CCCC3C2)cc1 (stereo not drawn)
→ -9, -12, 23, 5, 10, -1, -2.7, 0, -1.0
> CCCCN(C)C(=O)Cn1nc(Cc2ccncc2)c2ccccc2c1=O
→ 2, -3, 45, -1, 23, -14, 1.1, -2, 0.8
> Cc1ccc(C)c(C(=O)N2CCC(n3nccc3NC(=O)C3CC3)CC2)c1
→ -10, -2, 28, 4, 6, 5, -2.1, -2, -1.8
> Cc1ccsc1C=C1C(=O)c2ccccc2C1=O
→ 1, -9, 22, 3, -1, 20, 1.7, -10, -2.8
> CC(C)CC(=O)Nc1ccccc1-c1nnn(CC(=O)N2CCc3ccccc3C2)n1
→ -4, -12, 48, 0, -3, 5, -2.6, -5, -3.2
> COc1ccc2nc(SCC(=O)N3CCCCCC3)c(C#N)cc2c1
→ 6, -4, -8, 4, 20, -6, -2.0, 4, -3.5
> COc1ccc(NS(=O)(=O)NC(=O)c2cn(C)c3ccccc23)cc1
→ -15, 1, 24, -2, 4, -1, -1.9, -2, -3.3
> O=C(NCCCn1ccnc1)c1cc2c(s1)CCCC2
→ -8, -5, 32, 3, 16, -6, -2.5, -3, 0.4
> CCC[C@@H](OS(N)(=O)=O)[C@@H](Cc1ccccc1)C(=O)OCC
→ -8, -5, -47, 1, 3, 3, -0.4, 5, -4.6
> CCN(CCNC(=O)c1ccc2nc(-c3ccccc3NC(C)=O)c(=O)[nH]c2c1)c1ccccc1
→ -6, -9, -5, 3, 4, 3, -3.5, -2, -4.0

(next part)
Value order – GPR7 antagonist, p-CIP stab down, PHOSPHO1 inh, IDE act, NALP1 inh, PfM18AAP inh, VIM-2 inh, IDE inh, IMP-1 inh
> COc1cccc(C(=O)NCc2nnc(SCC(=O)Nc3nccs3)n2-c2cccc(C)c2)c1
→ 5, 4, -10, 5, 5, 9, -2.5, 5, -1.5
> CSCCC(NS(=O)(=O)c1ccccc1F)C(=O)N1CCCCCC1 (stereo not drawn)
→ 12, -4, 32, 4, 6, -9, 2.8, 1, 0.1
> CCOC(=O)c1ccc(N2C(=O)c3n[nH]c(C)c3C2c2cccnc2)cc1 (stereo not drawn)
→ -11, 0, 9, 0, 1, 8, -1.3, 2, -1.1
> O=C(/C=C/c1ccccc1)NCC(=O)N/N=C/c1ccccc1[N+](=O)[O-]
→ 7, -14, -5, 5, -12, -14, -2.5, -1, -4.4
> O=C(O)CCc1ccc(-c2cccs2)n1NC(=O)c1cccs1
→ -8, 0, 42, -1, 21, 4, -2.0, 4, -1.5
> O=C(CN1CCN(c2ccccn2)CC1)Nc1ccc(Cl)c(C(F)(F)F)c1
→ -6, -15, 13, -2, 10, 0, -1.2, -1, -1.1
> COc1ccc(N(Cc2cc3cc(OC)ccc3[nH]c2=O)C(=O)c2cccnc2)cc1
→ 4, -10, 16, -5, 0, 2, -1.2, 4, -2.7
> Cc1nc2c(sc(=S)n2Cc2ccco2)c(=O)n1CC(=O)Nc1cc(F)ccc1F
→ -9, -3, 8, -1, 2, -1, -1.4, 10, -4.5
> N#CN(Cc1ccccc1)Cc1ccccc1
→ -2, -7, 43, 5, 20, 4, -2.2, -3, -2.4
> CN(C)c1cccc(C(=O)N(C)C2CCCN(Cc3ccccc3F)C2)c1 (stereo not drawn)
→ -8, -2, 19, -7, 24, 1, 0.7, -2, -2.4
> CC(C)C[C@H](NC(=O)c1nc[nH]c1C(=O)N1CCN(C(=O)OC(C)(C)C)CC1)C(=O)OC(C)(C)C
→ -13, -15, 26, 5, -7, 5, -1.0, -3, -2.9
> COc1ccc(/C=C(\NC(=O)c2ccc(OCC(C)C)cc2)C(=O)OCc2ccco2)cc1
→ -2, 10, -2, -8, 17, 10, -0.1, 0, -0.2
> O=C(CSc1nnc(NCc2ccccc2)s1)c1ccco1
→ 3, -8, 54, 3, 0, 10, -1.8, 3, -4.8
> Cc1ccc2cc(CCNC(=O)CC(C)C)c(=O)[nH]c2c1
→ 2, -7, -10, 2, -2, -14, -2.5, 1, -1.4
> O=C(Nc1ccc(N2CCCC2)cc1)c1cccc(F)c1
→ 6, -1, 38, -3, 4, 5, -2.3, 2, -1.5
> Cn1ncc2cc(NC(N)=S)ccc21
→ -1, 0, 4, 1, -5, 1, -0.5, 5, -0.2

Ordered by value in p-CIP stab down (high to low): five from the list above
Value order – GPR7 antagonist, p-CIP stab down, PHOSPHO1 inh, IDE act, NALP1 inh, PfM18AAP inh, VIM-2 inh, IDE inh, IMP-1 inh
> COc1cccc(C(=O)NCc2nnc(SCC(=O)Nc3nccs3)n2-c2cccc(C)c2)c1
→ 5, 4, -10, 5, 5, 9, -2.5, 5, -1.5
> Cn1ncc2cc(NC(N)=S)ccc21
→ -1, 0, 4, 1, -5, 1, -0.5, 5, -0.2
> CSCCC(NS(=O)(=O)c1ccccc1F)C(=O)N1CCCCCC1 (stereo not drawn)
→ 12, -4, 32, 4, 6, -9, 2.8, 1, 0.1
> Cc1ccc2cc(CCNC(=O)CC(C)C)c(=O)[nH]c2c1
→ 2, -7, -10, 2, -2, -14, -2.5, 1, -1.4
> COc1ccc(N(Cc2cc3cc(OC)ccc3[nH]c2=O)C(=O)c2cccnc2)cc1
→ 4, -10, 16, -5, 0, 2, -1.2, 4, -2.7
